KLK7 zymogen act – proKLK7 zymogen activators, primary screen, biochemical, fluorescence intensity; Kallikrein-7 (Homo sapiens), P49862; purified proKLK7, EDANS-DABCYL substrate fluorescence; 100% is mature enzyme control, 0% vehicle; activation, % at 7 µM; actives 0.9% (n = 370,000);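 active means activation above the mean of all tested compounds plus 3 SD, computed per campaign excluding outliers beyond control limits, cut at about 13% in these data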
ARFGAP1 inhibitor – inhibitors of rat ARFGAP1 GAP activity, primary screen, biochemical, fluorescence polarization, GDP tracer; ADP-ribosylation factor GTPase-activating protein 1 (Rattus norvegicus), Q62848; actives 0.26% (n = 360,000); inhibition, % at 16.5 µM; Arfgap1-stimulated ARF1 GTP hydrolysis, GDP FP detection;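 active means inhibition above a per-plate limit, mean inhibition of low control wells plus 3 SD, cut at about 25% in these data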;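 further: 0% = DMSO wells with enzyme and 100% = wells lacking Arfgap1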
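Material: rat Arfgap1 catalytic domain, aa 1-136; also added: human ARF1(Δ1-17)-GTP substrate; compound dosing: one concentration, 16.5 µM, DMSO 1.26%; incubation: GTP hydrolysis reaction 2 h at 25 °C; measured by: Tracer-displacement fluorescence polarization with EDTA stop, 620/688 nm; evaluation: % inhibition from polarization; repeats: one replicate per compound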
ASAP1 GAP inh – inhibitors of human ASAP1 ArfGAP activity, primary screen, biochemical, fluorescence polarization | Arf-GAP with SH3 domain, ANK repeat and PH domain-containing protein 1 (Homo sapiens), … | ASAP1-stimulated ARF1 GTP hydrolysis, GDP FP detection | inhibition, % at 16.5 µM | actives 0.19% (n = 360,000); in the data active means inhibition above about 25%;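 further: 0% = vehicle with enzyme and substrate and 100% = no enzyme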
DDE Tn6 FP inh – inhibitors of Tn6 peptide binding to fibrin DD(E), primary screen, biochemical, fluorescence polarization, human fibrin, Tn6 probe; Fibrinogen beta chain (Homo sapiens), P02675; Fibrin DD(E) TRITC-Tn6 fluorescence polarization displacement; inhibition, % at 8.3 µM; actives 0.21% (n = 370,000);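 active means inhibition above a per-campaign cutoff: mean of compounds within control limits plus 3 SD, cut at about 15% in these data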;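 further: 0% = median of all compound wells on the plate and 100% = blocking peptide control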
Rev-erbA mod – modulators of Rev-erb alpha DNA binding, primary screen, biochemical, FITC-DNA, fluorescence polarization, uHTS; Nuclear receptor subfamily 1 group D member 1 (Homo sapiens), P20393; activity, % at 10 µM; AID 1259318, 2017; Rev-erbα–FITC-DNA binding, 90 min; actives 0.79% (n = 370,000);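 active means activity above about 14%, limit read from the data; passing the limit was not always enough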;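 further: 0% = DMSO wells with 35 nM protein and 100% = DMSO wells with 750 nM protein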
HGIII-sPLA2 inh – human group III sPLA2 inhibitors, primary screen, biochemical, QFRET, BODIPY PC-A2 liposome substrate; QFRET BODIPY PC-A2 liposome hydrolysis, fluorescence; inhibition, % at 12.2 µM; actives 0.56% (n = 370,000); Group 3 secretory phospholipase A2 (Homo sapiens), Q9NZ20;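 active means inhibition above mean plus 3 SD of compounds lying within the high and low control bounds, cut at about 19% in these data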;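 further: 0% = median of test compound wells and 100% = no enzyme DMSO wells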
DDE Tn7 FP inh – inhibitors of Tn7 peptide binding to fibrin DD(E), primary screen, biochemical, fluorescence polarization, human fibrin, Tn7 probe; FP displacement of FITC-Tn7 peptide from fibrin DD(E); 0% = median of compound wells per plate; inhibition, % at 8.3 µM; actives 0.13% (n = 370,000);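 active means inhibition above the mean of compounds falling within the control limits plus 3 SD of them, cut at about 14% in these data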;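 further: 0% = plate median of compound wells and 100% = 10 µM Aha-Tn7 peptide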
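Test system – human fibrin DD(E) · Times – 10 min preincubation, 3 h with tracer, room temperature · Detection – fluorescence polarization of the labelled Tn7 tracer · Measure – percent inhibition normalized to high-control wells · Benchmarks – high control wells with 10 µM unlabelled Aha-Tn7 peptide (full inhibition) · Repeats – singlicate testing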
UHRF1 binding – UHRF1 methylated DNA binding inhibitors, primary screen, counter-screen for MBD2 inhibitor project, biochemical, TR-FRET, human UHRF1, single concentration; E3 ubiquitin-protein ligase UHRF1 (Homo sapiens), Q96T88; UHRF1 binding to methylated oligo; inhibition, % at 4.4 µM; actives 0.75% (n = 370,000); in the data active means inhibition above about 21%;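 further: UHRF1 SRA domain binding a hemimethylated CpG hairpin DNA probe; 0% = median of test compound wells and 100% = reference inhibitor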
PLC-beta3 inh – human PLC-beta3 inhibitors, primary screen, biochemical, fluorescence; 1-phosphatidylinositol 4,5-bisphosphate phosphodiesterase beta-3 (Homo sapiens), Q01970; Purified PLC-beta3, fluorogenic substrate; inhibition, % at 12.2 µM; actives 0.18% (n = 370,000); AID 720704, 2013; in the data active means inhibition above about 11%;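 further: 0% = median of compound wells on plate and 100% = full blocker control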
PLCg1 inh – PLC-gamma1 enzyme inhibitors, primary screen, biochemical, fluorescence, purified enzyme; 1-phosphatidylinositol 4,5-bisphosphate phosphodiesterase gamma-1 (Homo sapiens), P19174; fluorogenic substrate; inhibition, % at 12.2 µM; actives 0.84% (n = 370,000); AID 720700, 2013; in the data active means inhibition above about 9.5%
Target sequence (P19174 whole entry, looked up): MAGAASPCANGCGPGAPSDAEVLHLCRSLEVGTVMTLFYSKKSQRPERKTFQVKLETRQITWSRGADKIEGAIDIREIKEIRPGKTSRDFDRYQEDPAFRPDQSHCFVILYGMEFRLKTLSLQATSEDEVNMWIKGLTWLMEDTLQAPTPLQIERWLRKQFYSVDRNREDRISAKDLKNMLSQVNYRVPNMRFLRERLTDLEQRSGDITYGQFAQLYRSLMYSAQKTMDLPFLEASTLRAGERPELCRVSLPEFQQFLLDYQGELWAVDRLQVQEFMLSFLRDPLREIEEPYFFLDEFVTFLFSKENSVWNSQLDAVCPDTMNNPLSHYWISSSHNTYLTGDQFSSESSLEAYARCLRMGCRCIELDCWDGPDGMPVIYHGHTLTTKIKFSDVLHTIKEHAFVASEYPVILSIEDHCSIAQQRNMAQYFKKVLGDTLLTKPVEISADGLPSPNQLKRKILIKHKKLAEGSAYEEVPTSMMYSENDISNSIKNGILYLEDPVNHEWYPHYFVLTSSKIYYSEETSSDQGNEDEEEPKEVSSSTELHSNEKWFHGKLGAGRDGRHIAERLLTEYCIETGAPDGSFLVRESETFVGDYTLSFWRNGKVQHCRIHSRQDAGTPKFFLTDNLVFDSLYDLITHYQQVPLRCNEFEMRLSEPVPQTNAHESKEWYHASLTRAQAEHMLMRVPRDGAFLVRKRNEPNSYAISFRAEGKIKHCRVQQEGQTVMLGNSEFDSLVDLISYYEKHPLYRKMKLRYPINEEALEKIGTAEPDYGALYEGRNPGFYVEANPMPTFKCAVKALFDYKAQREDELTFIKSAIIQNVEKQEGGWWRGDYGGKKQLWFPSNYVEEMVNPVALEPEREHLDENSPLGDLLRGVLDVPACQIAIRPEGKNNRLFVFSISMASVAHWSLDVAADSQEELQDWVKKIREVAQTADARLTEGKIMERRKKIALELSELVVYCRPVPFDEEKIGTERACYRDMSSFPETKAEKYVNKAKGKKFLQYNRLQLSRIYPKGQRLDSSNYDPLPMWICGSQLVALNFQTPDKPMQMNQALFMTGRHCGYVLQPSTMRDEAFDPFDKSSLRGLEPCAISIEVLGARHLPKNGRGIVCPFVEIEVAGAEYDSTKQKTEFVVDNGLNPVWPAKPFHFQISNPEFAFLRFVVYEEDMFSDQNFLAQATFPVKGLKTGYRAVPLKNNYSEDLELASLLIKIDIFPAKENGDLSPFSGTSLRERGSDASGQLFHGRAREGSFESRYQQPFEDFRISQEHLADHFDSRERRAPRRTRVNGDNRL
Starred values were filed as active, the others as inactive; & = joins results of further samples.

1. COc1ccc(C(=O)OCC(=O)NC(=O)Nc2ccccc2F)c(OC)c1
2. O=C(COc1ccc(Br)cc1)N1CCOCC1
3. NC(=O)C1CC12c1ccccc1-c1ccccc12 (configuration not stated)
4. CC(C)(C)C(=O)N1N=C(c2cccc(NS(C)(=O)=O)c2)CC1c1cccs1 (configuration not stated)
5. COc1ccccc1N1C(=O)c2ccccc2NC1c1ccncc1 (configuration not stated)
6. COc1ccc(NC(C)=O)cc1S(=O)(=O)NCCc1ccccn1
assay / entry | 1 | 2 | 3 | 4 | 5 | 6
KLK7 zymogen act | 0.3 | -0.5 | -0.1 | -5.8 | 6.0 | -0.4
ARFGAP1 inhibitor | -1 | -9 | 6 | -7 | -6 | 8
ASAP1 GAP inh | -7 | 4 | 11 | -1 | 4 | 13
DDE Tn6 FP inh | 1 | 0 | 5 | -2 | -2 | -11
Rev-erbA mod | 4 | -3 | 3 | 3 | -6 | -2
HGIII-sPLA2 inh | 9 | 2 | 6 | -24 | 4 | -3
DDE Tn7 FP inh | -3 | -3 | 0 | -5 | -4 | -5
UHRF1 binding | -1 | 2 | 0 | 5 | 3 | 0
PLC-beta3 inh | -4 | 0 | -4 | -20 | -110 | -6
PLCg1 inh | 2 | 0 | 1 | -11 | -94 | -2

7. Cn1c(C(=O)O)c(S(=O)(=O)c2ccc(Cl)cc2)c2ccccc21
8. O=C(NC(NC1CCS(=O)(=O)C1)C(=O)c1ccccc1)c1ccc(Cl)cc1 (configuration not stated)
9. N#C/C(=N/Nc1ccc(S(=O)(=O)N2CCOCC2)cc1)C(N)=O
10. Cc1sc2nc(N)sc2c1C
11. COc1ccc(/C=N/NC(=O)c2ccn[nH]2)cc1COc1ccc(Cl)cc1
12. Cc1ccc(NC(=O)c2cnccn2)cc1S(=O)(=O)N(C)C
assay / entry | 7 | 8 | 9 | 10 | 11 | 12
KLK7 zymogen act | -0.7 | 0.0 | 0.2 | -0.5 | -0.4 | 0.4
ARFGAP1 inhibitor | 5 | -12 | 4 | 2 | 9 | -2
ASAP1 GAP inh | 4 | 8 | -12 | -8 | 6 | 11
DDE Tn6 FP inh | -9 | 5 | -4 | 2 | -16 | 2
Rev-erbA mod | -3 | 1 | 6 | 2 | 0 | 2
HGIII-sPLA2 inh | -5 | -4 | 3 | 1 | -19 | 1
DDE Tn7 FP inh | -4 | 4 | 10 | 7 | 2 | -3
UHRF1 binding | -1 | -3 | 0 | -6 | 1 | -1
PLC-beta3 inh | -16 | 1 | 2 | -3 | -4 | 2
PLCg1 inh | -6 | -2 | 3 | -1 | 1 | 5

13. O=C(/C=C/c1ccc(O)cc1)c1c(O)cc(O)cc1O
14. NC(=O)C(F)(F)C12OC3C4C5CC(C6C5C3C61)C42 (configuration not stated)
15. CCOC(=O)c1c(CC(C)C)csc1NC(=O)CCl
16. Cc1cc(N/N=C/c2ccc([N+](=O)[O-])o2)nc2ccccc12
17. CN1CCC(NCCC(c2ccc(F)cc2)c2ccc(Cl)cc2)CC1 (configuration not stated)
18. CCc1ccc(C(O)(CC)C(CN2CCOCC2)c2ccccc2)cc1 (configuration not stated)
assay / entry | 13 | 14 | 15 | 16 | 17 | 18
KLK7 zymogen act | 0.3 | -0.5 | 0.5 | 0.1 | 0.7 | 0.1
ARFGAP1 inhibitor | 5 | 1 | 4 | -2 | 0 | -1
ASAP1 GAP inh | 3 | 0 | 15 | 15 | 5 | -2
DDE Tn6 FP inh | 4 | 4 | -8 | 2 | 3 | 6
Rev-erbA mod | 1 | 4 | 0 | 2 | 5 | -1
HGIII-sPLA2 inh | -2 | 4 | 5 | -13 | -7 | 2
DDE Tn7 FP inh | -2 | 2 | -7 | 10 | -4 | 6
UHRF1 binding | -1 | 2 | 6 | -10 | -1 | 13
PLC-beta3 inh | 2 | 1 | 11* | -29 | 4 | 2
PLCg1 inh | 0 | -3 | 6 | -14 | 10* | 3

19. O=C(c1cc[n+]([O-])cc1)N1CCCC(N2CCN(c3cccc(C(F)(F)F)c3)CC2)C1 (configuration not stated)
20. CC1CN(c2nc3ccccc3nc2C(C#N)C(=O)NCc2ccc3c(c2)OCO3)CC(C)O1 (configuration not stated)
21. CCOC(=O)c1c(C)c(C)n2c1NC(=O)C2
22. CN1C[C@@H]2C(c3ccc(C(F)(F)F)cc3)C3(c4cccnc4)CC2(C3)[C@H]1c1ccccc1 (some centres not stated)
23. Oc1c(Cl)cc(Cl)c2cccnc12
24. C=Cn1nc(C)c2ccccc2c1=O
assay / entry | 19 | 20 | 21 | 22 | 23 | 24
KLK7 zymogen act | -0.4 | 0.2 | -2.1 | 0.3 | 0.2 | 0.3
ARFGAP1 inhibitor | 10 | 2 | 3 | 6 | -2 | 4
ASAP1 GAP inh | 8 | -1 | 7 | -17 | 10 | -9
DDE Tn6 FP inh | 4 | -1 | 9 | -3 | 5 | 1
Rev-erbA mod | -3 | -8 | 6 | -5 | 12&-8 | -3
HGIII-sPLA2 inh | 4 | -11 | -8 | 9 | -2 | -2
DDE Tn7 FP inh | 0 | -2 | -3 | 2 | -4 | -1
UHRF1 binding | 4 | 1 | -4 | 1 | -6 | 2
PLC-beta3 inh | 1 | -10 | -46 | 1 | -8 | 2
PLCg1 inh | 8 | -7 | -36 | 1 | -5 | 3

25. COc1ccc(NC(=O)C2CC(=O)NC(Nc3cccc(C)c3)=N2)cc1 (configuration not stated)
26. Cc1ccc(OCCNCC(O)COc2ccccc2)cc1 (configuration not stated)
27. CCOc1cc(C(=S)N2CCOCC2)ccc1OC
28. c1ccc(Nc2n[nH]nc2-c2ccccc2)cc1
29. Cc1ccc(CC2SC(N=C(N)N)=NC2=O)cc1 (configuration not stated)
30. Cc1occc1-c1nnc(SCC(=O)N2CCCc3ccccc32)n1Cc1ccco1
assay / entry | 25 | 26 | 27 | 28 | 29 | 30
KLK7 zymogen act | 0.1 | 0.0 | -0.1 | 0.5 | -0.4 | 0.1
ARFGAP1 inhibitor | -1 | 3 | 1 | -2 | 0 | -15
ASAP1 GAP inh | 5 | 7 | 3 | -3 | 1 | 9
DDE Tn6 FP inh | 3 | -5 | 1 | 5 | 2 | 1
Rev-erbA mod | -2 | 4 | -6 | 4 | -2 | -2
HGIII-sPLA2 inh | -6 | -6 | 5 | -39 | -2 | 4
DDE Tn7 FP inh | -6 | -2 | -3 | -4 | 1 | 8
UHRF1 binding | -5 | -2 | 0 | 0 | 0 | 22*
PLC-beta3 inh | 3 | 0 | 3 | 1 | 2 | 4
PLCg1 inh | 1 | 4 | 4 | -2 | -3 | 6

31. CCOC(=O)N1CCN(C(=O)CSc2nc(=O)n3cccc(C)c3n2)CC1
32. CC(C)Oc1ccc(/C(O)=C2/C(=O)C(=O)N(CCN3CCNCC3)C2c2ccc(C(C)C)cc2)cc1 (configuration not stated)
33. CCc1ccc(NC(=O)CCNS(=O)(=O)c2cccc3nsnc23)cc1
34. C[C@H](CO)N1C[C@H](C)[C@@H](CN(C)C(=O)NC2CCCCC2)Oc2c(NC(=O)Nc3ccc(C(F)(F)F)cc3)cccc2C1=O
35. Cc1oc2ncnc(N)c2c1C
36. Cc1noc(C)c1COc1ccccc1C(=O)NCCc1ccccc1
assay / entry | 31 | 32 | 33 | 34 | 35 | 36
KLK7 zymogen act | -0.1 | 0.1 | -0.4 | -0.4 | -0.3 | -0.3
ARFGAP1 inhibitor | 16 | -2 | 4 | 6 | -6 | 1
ASAP1 GAP inh | 7 | 6 | -10 | 8 | 8 | -5
DDE Tn6 FP inh | -1 | 3 | 15 | 2 | -2 | -4
Rev-erbA mod | 1 | -5 | 0 | 1 | 3 | -5
HGIII-sPLA2 inh | 1 | 0 | -14 | 2 | 6 | 3
DDE Tn7 FP inh | 1 | 2 | 9 | -6 | -3 | 0
UHRF1 binding | 1 | -1 | -2 | -1 | 1 | -2
PLC-beta3 inh | -7 | -9 | 3 | 2 | -1 | -7
PLCg1 inh | 0 | 0 | 1 | 1 | 5 | 3

37. COc1ccccc1N(CC(=O)NC1CCCCC1)S(=O)(=O)c1ccccc1
38. c1ccc(CCC2CCCCN2Cc2nc(C3CC3)no2)cc1 (configuration not stated)
39. Cc1cccc(N=C2NN=C(c3ccc4c(c3)OCCO4)CS2)c1
40. CC(=O)N1CCN(C(=O)CCCNC(=O)c2ccc(Cl)cc2)CC1
41. Cc1occc1C(=O)N/N=C/c1ccc2c(c1)OCO2
42. O=C(Nc1ccc(N2CCN(C(=O)c3ccc(Cl)cc3)CC2)cc1)c1ccc(Br)o1
assay / entry | 37 | 38 | 39 | 40 | 41 | 42
KLK7 zymogen act | -0.7 | -0.5 | 0.1 | -0.2 | -0.2 | 0.2
ARFGAP1 inhibitor | -2 | -5 | -1 | 4 | -5 | -7
ASAP1 GAP inh | -1 | 8 | 1 | -4 | -11 | 3
DDE Tn6 FP inh | -1 | -1 | 0 | -3 | -4 | 1
Rev-erbA mod | 0 | 1 | 1 | -1 | 3 | 2
HGIII-sPLA2 inh | 3 | -12 | 3 | 0 | -2 | -13
DDE Tn7 FP inh | 2 | 5 | -10 | 0 | -5 | -5
UHRF1 binding | 2 | 0 | 2 | -3 | 0 | 0
PLC-beta3 inh | -5 | 0 | -15 | -4 | -2 | 0
PLCg1 inh | -1 | -1 | -9 | 2 | 6 | 1
